Bioassay records from PubChem BioAssay.
RSV antiviral HEp-2 – inhibition of RSV-induced cytopathic effect – HEp-2 cells, primary 10 µM value included (AID 2391); HEp-2 cells, RSV-induced CPE inhibition; higher % means a stronger effect; CPE inhibition, % at 10 µM, or IC50 in µM where a hit was titrated; 310,000 compounds, 0.13% hits; in the data active = a potency from the dose series; inconclusive = CPE inhibition mostly from about 23% at the one dose, without a potency; inactive = the rest, 99 in 100 with CPE inhibition below about 21%; note: strong numbers were not always called active
Myeloid diff MLP – promotes myeloid progenitor differentiation | 360,000 compounds, 1% hits | calls only at 10 µM | ER-HoxA9 myeloid progenitors, lysozyme-GFP differentiation, flow cytometry;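 active = normalized GFP-positive differentiation at or above the plate's own cutoff, the solvent-only control mean plus 3 SD; inconclusive = no clear call, values can overlap the other calls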;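 note: cells exposed to compound for four days before flow analysis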
NTR1 ag – NTR1-driven beta-arrestin-GFP spot formation – imaging, U2OS cells, high content, primary screen (AID 493036) | 330,000 compounds, 0.17% hits | activation, % at 20 µM | P30989 | agonist mode;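 active = activation at or above 40% of the spot to cytoplasm intensity ratio, with at least 20 cells analyzed; inconclusive = wells under 20 cells, flagged as cytotoxic or low count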;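 note: 0% = DMSO without peptide and 100% = 100 nM NTR1 peptide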
Target sequence (P30989 whole entry, looked up): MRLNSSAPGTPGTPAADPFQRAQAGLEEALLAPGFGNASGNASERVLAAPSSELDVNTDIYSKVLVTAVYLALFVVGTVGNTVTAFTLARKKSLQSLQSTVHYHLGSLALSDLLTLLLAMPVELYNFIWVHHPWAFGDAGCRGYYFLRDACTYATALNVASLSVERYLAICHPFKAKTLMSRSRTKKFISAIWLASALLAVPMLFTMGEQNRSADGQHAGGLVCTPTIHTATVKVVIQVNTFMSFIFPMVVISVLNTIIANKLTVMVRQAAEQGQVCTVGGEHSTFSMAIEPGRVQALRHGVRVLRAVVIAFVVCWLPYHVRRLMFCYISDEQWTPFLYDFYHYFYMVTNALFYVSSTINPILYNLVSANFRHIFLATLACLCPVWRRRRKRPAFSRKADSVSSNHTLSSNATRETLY
UTI89 phage lysis – inhibition of K1F phage lysis, E. coli UTI89, bacterial capsule biogenesis inhibitors, alamar blue (AID 488966). E. coli UTI89 K1F phage lysis, alamar blue, 2 h; higher % means a stronger effect. inhibition, % at 100 µM, or IC50 in µM where a hit was titrated. 340,000 compounds, 0.02% hits;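 active = phage lysis inhibition, versus mean bacterial control, above a set limit; inconclusive = no clear call, values can overlap the other calls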;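 note: capsule biogenesis inhibitors block K1F phage lysis so surviving cells raise fluorescence; higher fluorescence means more inhibition of phage lysis; actives were called in the ten point dose series up to 300 µM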
SV40 large T antigen – SV40 large T antigen inhibitors, biochemical (AID 1903); SV40 large T antigen ATPase/helicase inhibition assay; higher % means a stronger effect; one-dose inhibition, % at 20 µM; IC50 in µM for titrated hits; 310,000 compounds, 0.39% hits; in the data active = a potency from the dose series; inconclusive = inhibition mostly from about 32% at the one dose, without a potency; inactive = the rest, 99 in 100 with inhibition below about 32%; note: strong numbers were not always called active
TNAP activators – human TNAP enzyme activators, primary screen, biochemical, luminescent, no phosphate acceptor, uHTS (AID 1001) | purified TNAP, luminescent activation assay, no phosphate acceptor; higher activation fold means a stronger effect | activation fold at 20 µM; hits with a dose series show EC50 in µM | 200,000 compounds, 0.03% hits; in the data active = activation fold from about 3, or a potency from the dose series; inactive = the rest, 99 in 100 with activation fold below about 1.6; note: many of its hits are not listed in these tables
PhoP inhibition – inhibitors of PhoP regulon expression, primary screen, Salmonella Typhimurium, GFP reporter (AID 1863); inhibition, % at 50 µM, or IC50 in µM where a hit was titrated; 300,000 compounds, 0.16% hits; S. Typhimurium PhoP-regulated promoter GFP reporter, 4 h; higher % means a stronger effect;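 active = inhibition over 29.93%, a cutoff 3 SD above the screen mean, later confirmed by dose response; inconclusive = inhibition over 29.93% but no dose response follow-up; inactive = inhibition at most 29.93% or unconfirmed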;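 note: 0% = low Mg2+ inducing control and 100% = high Mg2+ repressing control; strong numbers were not always called active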
T cell modulator – T cell immune modulators affecting CD8 T cell-vesicle binding; 2C CD8+ T cell-vesicle binding, flow cytometry; hits give low values; calls only at 7 µM; 330,000 compounds, 0.068% hits;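 active = response, share of CD8 T cells binding vesicles, and their 90th percentile fluorescence all below set limits, cut at about 80% in these data, passing the limit was not always enough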
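Test system: purified 2C TCR transgenic mouse naive CD8+ T cells. Probe or stimulus: QL9-peptide-loaded Drosophila micro-vesicles bearing Ld, ICAM-1 and B7-1. Incubation: binding step 1.5 h, 37 °C, antibody labelling 20 min, ice. Measured by: flow cytometry of vesicle-bound cells.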
MgcRacGAP inhibition – MgcRacGAP GTPase-activating activity inhibitors, confirmation, biochemical, ADP Hunter fluorescence | MgcRacGAP-stimulated Rac1 GTP hydrolysis, ADP Hunter fluorescence; higher % means a stronger effect; GST-tagged Rac1 F28L mutant substrate | inhibition, % at 30 µM; hits with a dose series show IC50 in µM | 340,000 compounds, 0.6% hits | AID 624330;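 active = first-screen hits whose inhibition reached a set limit at any dose in the follow-up dose series; inconclusive = inhibition above the set first-screen limit but never retested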;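 note: fluorescence reports GDP produced by GAP-driven GTP hydrolysis; strong numbers were not always called active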
T cell modulator vesicle-bound % – further read-out of T cell modulator, marked with its call; double positive events, %; measured here: CD8+ vesicle-bound cell fraction;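 binding gate set so that unloaded-vesicle control wells show 10% double positive cells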
NTR1 ag cell count 20 µM – second read-out of NTR1 ag, no call of its own (marks repeat the call); cell count; measured here: cell count, cytotoxicity flag
Myeloid diff MLP GFP+ MAC1+ % – also measured in Myeloid diff MLP; calls as there; GFP+ MAC1+ double positive, %; measured here: differentiation confirmed by MAC1 staining
An asterisk follows results filed as active; i = inactive; ? = inconclusive; / = no result given; & = joins results of further samples; [ ] = remark or other dose.

SMILES	RSV antiviral HEp-2	Myeloid diff MLP	Myeloid diff MLP GFP+ MAC1+ %	NTR1 ag	NTR1 ag cell count 20 µM	UTI89 phage lysis	SV40 large T antigen	TNAP activators	PhoP inhibition	T cell modulator	T cell modulator vesicle-bound %	MgcRacGAP inhibition
COc1ccc(NS(=O)(=O)c2ccc(N3CCCC3)c(NC(=S)Nc3ccc(SC(F)F)cc3)c2)cc1	?	i	0.2	0.8	36	5.6%[50 µM]	6%	1.4	19%	i	55	8%
CCCCC1(Cc2ccc(OC)c([N+](=O)[O-])c2)C(=O)N(c2ccccc2)N(c2ccccc2)C1=O	0.7%	i	0.8	5.1	74	3.2%	15%	1	0%	i	29	12%
O=C(Cc1cccs1)N1CCN(S(=O)(=O)c2ccc(Br)cc2)CC1	0.6%	i	0.3	-0.7	87	0.1%	0%	1.1	3%	i	54	4%
CCCCCCNS(=O)(=O)c1ccccc1Br	0.5%	i	0.4	-0.2	38	-0.1%	13%	/	2%	i	20	0%
COc1nccnc1NS(=O)(=O)c1ccc(NC(=O)c2cccc(C)c2)cc1	0.9%	i	0.5	1.8	78	0.8%	4%	1	13%	i	52	4%
COc1ccccc1NC(=O)Cn1nnc(C(=O)NCc2cccs2)c1N	-0.2%	?	/	2.6	57	0.1%	3%	/	0%	i	8	-30%
Cc1noc(C)c1C(=O)N1CCc2ccccc21	0.3%	i	9.8	-1.0	80	6.6%	9%	1.1	15%	i	60	6%
Cc1ccc(C)c(OCC(=O)Nc2nc3ccc([N+](=O)[O-])cc3s2)c1	0.9%	i	1.2	1.4	52	1.0%[50 µM]	2%	1	10%	i	11	2%
CCC1(c2ccccc2)NC(=O)N(CC(=O)Nc2ccc(N3CCCC3)cc2C)C1=O (centres undefined)	?	i	1.7	0.0	49	0.3%[50 µM]	33%	/	-5%	i	38	112µM*
O=C(N/N=C/c1ccc(O)c(O)c1)NC12CC3CC(CC(C3)C1)C2	8.8%	i	0.4	9.6	108	1.9%	?	/	-4%	i	22	?
O=C(NC(=O)N1CCN(c2ccccc2F)CC1)c1ccccc1	0.5%	i	1.1	0.6	43	1.9%	-1%	1.1	3%	i	37	0%
CC1(C(=O)NCCCN2CCOCC2)Oc2cccnc2NC1=O (centres undefined)	-0.9%	i	0.3	-1.9	52	0.5%	8%	1	-11%	i	8	3%
COc1cccc(NC(=O)[C@H](CC(C)C)NC(=O)[C@@H]2Cc3ccccc3CN2)c1	-1.3%	?	/	0.1	52	0.1%	-12%	/	12%	i	19	-1%
COc1ccccc1O	-0.7%	i	1.5	-0.2	60	2.3%	21%	/	0%	i	8	4%
Cc1nn(CC(=O)N2CC(=O)Nc3ccccc32)c(C)c1[N+](=O)[O-]	3.2%	i	0.7	-0.3	53	-0.5%	10%	1.1	8%	i	31	0%
Cc1[nH]c2ccccc2c1C=NNC(=O)c1cc(-c2cccnc2)nc2ccccc12	/	i	0.5	3.5	45	0.9%[50 µM]	/	/	/	i	44	2%
COc1ccc(C(=O)NC2CC2)cc1OC1CCN(C(C)CSC)CC1 (centres undefined)	-0.1%	i	2.0	-0.5	50	0.0%	12%	/	1%	i	15	0%
O=C(c1cc([N+](=O)[O-])ccc1N1CCCCC1)N1CCc2ccccc21	-1.6%	?	/	4.4	65	0.2%	3%	1	3%	i	59	17%
Cc1ccc(N(CC(=O)NC2CCCCC2)C(=O)CNC(=O)c2ccco2)cc1C	0.9%	i	2.4	1.9	53	0.2%	5%	/	-1%	i	18	7%
COc1cccc(NC(=O)N2C3CCCC2CC(NC(=O)C(C)(C)C)C3)c1 (centres undefined)	1.0%	i	1.2	0.8	72	-0.1%	7%	/	-1%	i	29	7%
Cc1ccc2nc(Cl)nc(-c3ccccc3)c2c1	5.8%	i	0.1	-1.0	65	-0.1%	14%	1	1%	i	27	8%
O=C(/C=C/c1ccc(Cl)c(Cl)c1)NCCCn1ccnc1	6.5%	i	0.3	0.0	56	1.9%	-6%	/	16%	i	50	7%
Cc1nc2ccc([N+](=O)[O-])cc2c(=O)n1Cc1ccccc1Br	21%	i	1.4	-0.3	53	-2.3%	18%	/	2%	i	64	-1%
O=C(CCN1C(=O)c2ccccc2C1=O)Nc1cccc(S(=O)(=O)N2CCCCC2)c1	3.1%	i	1.0	2.0	79	-0.1%	3%	1.2	3%	i	36	4%
CCOc1cccc(=O)c2c(C)oc(C)c12	3.2%	i	16	1.0	40	0.4%	34%	1.2	2%	i	11	1%
COc1ccc(CNC(=O)COC(=O)c2ccc(Br)cc2)cc1	-0.1%	i	0.4	2.5	44	0.2%	8%	1.1	-8%	i	51	0%
CCS(=O)(=O)N1Cc2ccccc2CC1C(=O)Nc1ccc(F)c(F)c1 (centres undefined)	-0.1%	i	0.5	3.3	53	0.5%	3%	/	6%	i	22	5%
CCOCCCNC(=S)N1CCC(C(=O)c2ccc(C)cc2)CC1	3.6%	i	0.2	-0.6	68	-0.1%	4%	/	2%	i	18	2%
CCOC(=O)c1c(NC2=NS(=O)(=O)c3ccccc32)sc2c1CCC(C)C2 (centres undefined)	8.1%	i	0.4	3.8	46	4.5%	27%	1	-1%	i	42	7%
COc1cc(/C=N/NS(=O)(=O)c2ccc(C(C)(C)C)cc2)cc([N+](=O)[O-])c1O	0.3%	i	0.4	0.5	73	-0.8%	9%	1	2%	i	50	11%
Cc1ccc(O)c(NC(=O)C2CCCCC2)c1	-0.4%	i	0.8	-0.3	60	-0.1%	13%	/	-11%	i	21	2%
Cc1ccc(C(=O)N2CCC3(CC2)Oc2ccc(Cl)cc2C(=O)C32CC(c3ccc(Cl)cc3)=NO2)s1 (centres undefined)	5.6%	i	1.0	-5.1	90	1.9%	1%	/	1%	i	4	11%
CC(C)CSC1=NSC2=NC(=O)/C(=C\c3cccs3)C(=N)N12	10%	i	0.5	2.4	66	0.5%[50 µM]	17%	0.9	-4%	i	42	2%
COc1ccc(-c2nnc(SCc3c(C)noc3C)n2N)cc1OC	2.1%	i	9.5	1.6	48	2.0%	6%	1.1	1%	i	22	8%
O=C1CC(c2ccco2)CC(O)=C1C=Nc1cc(Cl)cc(Cl)c1 (centres undefined)	2.0%	i	0.4	0.2	51	0.1%	49%	0.9	32%	i	46	18%
COc1ccc(NC(=O)CN2CCN(C(=O)N3CCOCC3)CC2)cc1	0.1%	i	0.4	-0.1	60	-0.4%	-9%	/	2%	i	54	-2%
O=C(NCc1ccc2c(c1)OCO2)c1ccco1	1.0%	i	0.7	1.5	39	0.1%	-5%	1.1	17%	i	6	1%
Cc1nn(-c2cc(N3CCCCCC3)ccc2[N+](=O)[O-])c(=O)c2ccccc12	8.7%	i	1.1	8.8	92	4.1%	-2%	0.9	2%	i	34	4%
Cc1cc(C(F)F)n2nc(C(=O)Nc3ccc(S(=O)(=O)N4CCCCCC4)cc3)nc2n1	0.9%	i	0.6	3.5	70	8.4%	2%	/	3%	i	35	7%
CN(CCO)c1nc(N)c(C#N)c(CC#N)c1C#N	5.2%	i	0.6	0.8	49	0.1%	10%	/	-3%	i	49	4%

Structural class: the entries above with two or more sulfur atoms
SMILES	RSV antiviral HEp-2	Myeloid diff MLP	Myeloid diff MLP GFP+ MAC1+ %	NTR1 ag	NTR1 ag cell count 20 µM	UTI89 phage lysis	SV40 large T antigen	TNAP activators	PhoP inhibition	T cell modulator	T cell modulator vesicle-bound %	MgcRacGAP inhibition
COc1ccc(NS(=O)(=O)c2ccc(N3CCCC3)c(NC(=S)Nc3ccc(SC(F)F)cc3)c2)cc1	?	i	0.2	0.8	36	5.6%[50 µM]	6%	1.4	19%	i	55	8%
O=C(Cc1cccs1)N1CCN(S(=O)(=O)c2ccc(Br)cc2)CC1	0.6%	i	0.3	-0.7	87	0.1%	0%	1.1	3%	i	54	4%
CCOC(=O)c1c(NC2=NS(=O)(=O)c3ccccc32)sc2c1CCC(C)C2 (centres undefined)	8.1%	i	0.4	3.8	46	4.5%	27%	1	-1%	i	42	7%
CC(C)CSC1=NSC2=NC(=O)/C(=C\c3cccs3)C(=N)N12	10%	i	0.5	2.4	66	0.5%[50 µM]	17%	0.9	-4%	i	42	2%

Carrying on:
SMILES	RSV antiviral HEp-2	Myeloid diff MLP	Myeloid diff MLP GFP+ MAC1+ %	NTR1 ag	NTR1 ag cell count 20 µM	UTI89 phage lysis	SV40 large T antigen	TNAP activators	PhoP inhibition	T cell modulator	T cell modulator vesicle-bound %	MgcRacGAP inhibition
CSc1ncccc1C(=O)OCC(=O)N1CC2(C)CC1CC(C)(C)C2 (centres undefined)	/	i	0.2	0.7	60	3.5%	/	/	/	i	44	-1%
CCOc1ccc(NC(=O)C/C(C)=N/NC(=O)COc2ccc(Br)cc2C)cc1	2.9%	i	0.9	0.0	52	-0.2%	1%	/	13%	i	30	5%
CCS(=O)(=O)c1ccc(O)c(NC(=O)Nc2cccc3ccccc23)c1	5.7%	i	0.6	-0.5	49	-0.4%	9%	/	-2%	i	19	9%
Cn1c(-c2nnn(-c3ccc(F)cc3)n2)cc2ccccc21	2.9%	/	/	3.1	52	/	18%	1.1	5%	i	29	/
O=c1[nH]nnc2c1sc1nc(N3CCOCC3)c3c(c12)CCCC3	?	i	0.3	3.2	60	-0.5%	20%	/	/	i	26	7%
COc1ccc(Cl)cc1N(C(C)=O)c1nc(C)cc(C)c1C#N	2.7%	i	1.2	-1.2	48	-1.1%	10%	/	1%	i	56	14%
Cc1cc(C)n2nnnc2n1	-0.4%	i	0.5	1.1	42	-0.3%	10%	/	-7%	i	40	11%
O=C(O)C(Cc1c[nH]c2ccccc12)N1C(=O)c2ccccc2C1=O (centres undefined)	2.2%	i	0.4	0.6	61	0.2%	14%	/	4%&-1%	i	28	14%
O=C(CCc1ccccc1)c1nnc(-c2ccccc2)o1	8.4%	i	0.3	1.1	47	0.1%	14%	1.1	9%	i	22	1%
Cc1cc2oc(=O)cc(-c3ccccc3)c2c(C)c1-c1ccc(C(F)(F)F)cc1	/	i	2.9	3.4	50	0.1%	/	/	/	/	/	6%
O=C(N/N=C/c1ccc(O)cc1)Nc1cccc2nsnc12	41%	i	0.7	11	60	0.4%	9%	1.1	-8%	i	34	64µM*
